Bioassay records (PubChem)
CHRM1 agonist = human M1 muscarinic receptor agonism | P11229 | CHO-K1 hM1, Fluo-8 calcium fluorescence, agonist mode; 0% DMSO, 100% acetylcholine EC100 | activation, % at 3 µM | 360,000 tested, 0.33% active | AID 588814;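 active = activation above the run's mean compound activation plus 3 SD, cut at about 16% in these data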;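 also: peak over basal fluorescence ratio within a 140 s kinetic read after compound addition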
M1 PAM parental = counter-screen for M1 PAMs: effect in parental CHO-K1 cells; ATP EC20, Fluo-8 calcium fluorescence; 0% at ATP EC20, 100% at ATP max; activation, % at 3 µM; 360,000 tested, 0.02% active; AID 602247;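 active = activation above the run cutoff, the mean activation of all test compounds plus 3 SD, cut at about 40% in these data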;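 also: peak over basal fluorescence ratio in a 140 s read after ATP addition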
TAAR1 ag = agonists of human TAAR1; Q96RJ0; CHO RD-HGA16 TAAR1, Fluo-8 calcium fluorescence; vehicle wells 0%, saturating PEA agonist 100%; activation, % at 3 µM; 360,000 tested, 0.99% active; AID 624467;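 active = activation above the mean activation of all test compounds in the run plus 3 SD, cut at about 38% in these data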
Target sequence (Q96RJ0 whole entry, looked up): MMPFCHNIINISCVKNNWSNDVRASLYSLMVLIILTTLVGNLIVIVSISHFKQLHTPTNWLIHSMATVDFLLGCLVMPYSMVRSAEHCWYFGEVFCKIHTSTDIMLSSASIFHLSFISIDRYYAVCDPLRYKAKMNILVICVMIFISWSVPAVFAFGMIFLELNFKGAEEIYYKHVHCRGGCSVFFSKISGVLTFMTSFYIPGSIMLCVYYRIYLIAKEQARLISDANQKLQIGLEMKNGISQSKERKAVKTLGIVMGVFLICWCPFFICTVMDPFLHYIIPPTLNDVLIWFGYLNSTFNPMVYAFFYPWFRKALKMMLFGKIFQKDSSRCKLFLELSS
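Repeats: no replicates (n 1) | Material: CHO-derived RD-HGA16 cells with stable Gα16 and human TAAR1 | Technique: Kinetic Fluo-8 calcium fluorescence | Schedule: 17-24 h seeding, 75 min 37 °C dye, 30 min RT | Evaluation: % activation from peak over basal fluorescence ratio, DMSO-to-PEA scaled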
CHO parental Ca = counter-screen: ATP calcium response change in parental CHO cells; inhibition, % at 5.6 µM; 330,000 tested, 0.63% active; parental CHO-K1, ATP-induced calcium, Fluo-8 fluorescence; AID 463079;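 active = inhibition above that plate's mean sample inhibition plus 3 SD, cut at about 26% in these data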;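 also: 0% = ATP-challenged DMSO wells and 100% = DMSO wells without ATP; some compounds past the cut are filed as inactive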
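Material – parental CHO cells · Reagent – ATP stimulus · Compound – single nominal dose of 5.6 µM per compound · Detection – Fluo-8 fluorescence · Read-out basis – percent inhibition of calcium signal · Controls – ATP-challenged DMSO wells low, unchallenged DMSO wells high · Repeats – no replicates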
TAAR1 antagonist = antagonists of human TAAR1; CHO RD-HGA16 TAAR1, Fluo-8 calcium fluorescence, antagonist; inhibition, % at 3 µM; 360,000 tested, 1.5% active; Q96RJ0;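 active = inhibition above a per-plate cutoff, the mean inhibition of test compounds on that plate plus 3 SD, cut at about 49% in these data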;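 also: 0% = DMSO plus EC80 beta-PEA response and 100% = DMSO alone without agonist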
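Assay system: CHO-derived RD-HGA16 cells stably expressing human TAAR1 plus Gα16. Timing: 140 s kinetic read after compound, 140 s after agonist. Technique: kinetic Fluo-8 calcium fluorescence measurement. Measure: % inhibition of agonist calcium response.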
M1 ag parental = counter-screen for M1 agonists: effect in parental CHO-K1 cells | Fluo-8 calcium fluorescence; scaled to maximal ATP response, vehicle zero | activation, % at 3 µM | 360,000 tested, 0.48% active; in the data active = activation above about 15%;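 also: untransfected CHO-K1 host cells lacking M1 receptor as counterscreen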
M1 antag = antagonists of human M1 muscarinic receptor; CHO-K1 hM1, Fluo-8 calcium fluorescence, ACh EC80 antagonist; P11229; AID 588852; inhibition, % at 3 µM; 360,000 tested, 1.3% active;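 active = percent inhibition above its own plate's cutoff, namely the mean of that plate's compound wells plus 3 SD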;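 also: peak over basal fluorescence ratio during 140 s after agonist addition; 0% = ACh EC80 plus DMSO and 100% = DMSO alone without agonist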
CHO-K1 Ca antag = nonselective inhibitor or artifact in parental CHO-K1 cells; 360,000 tested, 0.6% active; inhibition, % at 3 µM; ATP-induced calcium, Fluo-8 fluorescence;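 active = inhibition above a per-plate cutoff, the plate's mean sample inhibition plus 3 SD, cut at about 24% in these data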;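 also: 0% = DMSO plus EC80 ATP and 100% = DMSO alone without ATP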
OXTR potentiate = human OXTR potentiation; P30559; CHO-OTR cells, Fluo-8 calcium fluorescence, potentiator mode; 0% = oxytocin EC15, 100% = EC100; activation, % at 3 µM; 320,000 tested, 0.061% active; AID 2445;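 active = activation above that plate's cutoff, the mean activation of tested compounds plus 3 SD, cut at about 6.6% in these data, passing the limit was not always enough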;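 also: 100% uses oxytocin at 75 nM as the full agonist control; some results filed as inactive read as strong as hits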
Target sequence (P30559 whole entry, looked up): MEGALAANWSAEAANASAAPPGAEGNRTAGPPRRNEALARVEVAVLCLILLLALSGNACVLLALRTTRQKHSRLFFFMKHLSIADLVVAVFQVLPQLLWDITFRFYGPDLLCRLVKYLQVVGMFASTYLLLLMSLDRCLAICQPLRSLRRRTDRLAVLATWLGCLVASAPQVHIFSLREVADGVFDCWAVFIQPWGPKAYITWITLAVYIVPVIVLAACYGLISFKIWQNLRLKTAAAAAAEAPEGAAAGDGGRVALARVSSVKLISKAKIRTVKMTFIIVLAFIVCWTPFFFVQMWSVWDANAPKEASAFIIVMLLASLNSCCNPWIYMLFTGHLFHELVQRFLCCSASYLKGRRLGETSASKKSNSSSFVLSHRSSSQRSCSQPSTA
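Assay system: CHO cell line stably expressing human OTR | Also added: Oxytocin at about EC15, sub-maximal agonist stimulus | Times: Compound 6 min at room temperature before oxytocin, 100 s read | Measured by: Fluo-8 intracellular calcium fluorescence, ex 470-495, em 515-575 nm | Controls: EC15 oxytocin alone as 0%, 75 nM oxytocin as 100%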
* marks the source's active call; other numbers are inactive results; . = not tested or not shown. Compounds were not picked by outcome. About 4.2% of those tested had a hit in this group.

SMILES	CHRM1 agonist	M1 PAM parental	TAAR1 ag	CHO parental Ca	TAAR1 antagonist	M1 ag parental	M1 antag	CHO-K1 Ca antag	OXTR potentiate
COc1ccc(NC(=O)C2(C)Cc3c(-c4ccc(NC(C)=O)cc4)ccnc3O2)cn1 (stereo not drawn)	-1	1	2	.	-22	0.5	-10	-8	.
CNS(=O)(=O)c1cccc(C(=O)OCC(=O)NCc2ccccc2)c1	-3	23	3	-5	6	0.8	-6	-12	-16
O=C(CCNc1ccc(Cl)c(C(F)(F)F)c1)c1ccco1	-2	15	-1	-5	12	0.8	-3	-10	-5
CCCOc1ccc(-c2nn(-c3ccccc3)cc2/C=C2\SC(=S)N(C3CCS(=O)(=O)C3)C2=O)cc1 (stereo not drawn)	-4	17	3	-10	-10	0.1	-13	-11	2
COc1cc2c(cc1NC(=O)c1cccc(S(=O)(=O)N(C)C)c1)oc1ccccc12	-6	15	0	6	12	0.5	-2	-7	-4
CCOc1ccccc1N1CCN(C(=O)c2cccs2)CC1	-2	33	3	-10	-4	3.2	-10	-44	-2
CCOC(=O)C1=C(COC(=O)[C@H](C)NS(=O)(=O)c2ccc(NC(C)=O)cc2)NC(=O)NC1C (stereo partly drawn)	-3	0	10	-2	-12	0.2	-10	-10	-2
O=C(CSc1nnc(NC2CCCCC2)s1)NCc1ccco1	-16	-6	2	-16	-9	-0.3	2	-11	-6
COc1ccc(CCNC(=O)c2c(C)noc2C)cc1	-2	2	5	14	-7	0.7	6	-8	-3
FC(F)(F)c1cc(Sc2ccccc2)nc(-c2ccccn2)n1	-7	14	11	-7	-14	0.0	1	4	-2
CSCC[C@H](NC(=O)OC(C)(C)C)c1nnc(SCc2cccc(F)c2)o1	-4	17	8	-24	-13	8.9	-5	-5	-12
O=C(O)c1cc(-n2nnnc2SCc2ccc([N+](=O)[O-])cc2)ccc1Cl	-2	4	0	-4	13	0.2	-10	10	-1
CC(c1ccccc1C(=O)O)c1cc(F)cc2ccccc12 (stereo not drawn)	-7	14	0	.	11	-0.3	-18	-11	.
Cc1cccc(CNC(=O)Cn2ccc3cc(S(=O)(=O)N4CCCCCC4)ccc32)c1	-1	21	1	-12	-10	3.1	-4	-9	-10
CCCCNC(=O)COC(=O)c1ccc(C)c(NC(=O)c2ccco2)c1	-1	14	3	-22	-11	0.5	-1	-11	-17
CO/C=C/C#CC1(O)CCN(C)CC1	-4	-4	2	6	-4	-0.3	8	4	-7
Cc1nc2ccc(Br)cn2c1C(=O)N/N=C\c1ccccc1[N+](=O)[O-]	-3	14	3	-7	-18	1.6	1	-6	0
CCN(CC)C(=S)SCC(=O)Nc1nc(-c2ccccc2)c(-c2ccccc2)o1	-6	-5	8	-8	28	0.6	2	8	-10
COc1ccc(NC(=O)CN2C(=O)C(=O)N(C3CCCC3)C2=O)c(OC)c1	-2	13	1	0	-4	0.2	14	-15	2
CCC(CC)C(=O)NCCNC(=O)C(CC)CC	-2	14	2	5	-17	0.7	-7	-11	-8
COCCN(C(=O)c1cc(Cl)nc2ccccc12)c1c(N)n(Cc2ccccc2)c(=O)[nH]c1=O	0	-1	11	-8	14	0.1	-2	-11	-8
Cc1cc(=O)oc(C)c1C(=O)OCC(=O)c1ccc(Cl)cc1	-2	15	3	-27	15	4.1	15	-11	-15
CC(C)CC(OC(=O)c1nsc(Cl)c1Cl)C(=O)NC1CCCC1 (stereo not drawn)	-8	3	5	-18	-4	-0.8	-7	-10	-6
COc1cccc(CNC(=O)COC(=O)CN2C(=O)NC3(CCCCC3C)C2=O)c1 (stereo not drawn)	-3	-17	3	-14	-8	0.3	-11	0	1
O=C(COc1ccccc1)OCC(=O)N1CCCc2ccccc21	-4	-8	-1	-2	3	-0.2	4	6	-6

5 entries from above, ordered by the value under OXTR potentiate, low to high:
canonical_smiles | OXTR potentiate
Cc1cccc(CNC(=O)Cn2ccc3cc(S(=O)(=O)N4CCCCCC4)ccc32)c1 | -10
COCCN(C(=O)c1cc(Cl)nc2ccccc12)c1c(N)n(Cc2ccccc2)c(=O)[nH]c1=O | -8
CO/C=C/C#CC1(O)CCN(C)CC1 | -7
O=C(COc1ccccc1)OCC(=O)N1CCCc2ccccc21 | -6
Cc1nc2ccc(Br)cn2c1C(=O)N/N=C\c1ccccc1[N+](=O)[O-] | 0

Whole records, quoted from the list. Order of values: CHRM1 agonist, M1 PAM parental, TAAR1 ag, CHO parental Ca, TAAR1 antagonist, M1 ag parental, M1 antag, CHO-K1 Ca antag, OXTR potentiate
`FC(F)(F)c1cc(Sc2ccccc2)nc(-c2ccccn2)n1` is entered as -7, 14, 11, -7, -14, 0.0, 1, 4, -2
`CCC(CC)C(=O)NCCNC(=O)C(CC)CC` is entered as -2, 14, 2, 5, -17, 0.7, -7, -11, -8
`Cc1cc(=O)oc(C)c1C(=O)OCC(=O)c1ccc(Cl)cc1` is entered as -2, 15, 3, -27, 15, 4.1, 15, -11, -15
`O=C(CSc1nnc(NC2CCCCC2)s1)NCc1ccco1` is entered as -16, -6, 2, -16, -9, -0.3, 2, -11, -6

The results go on.
SMILES	CHRM1 agonist	M1 PAM parental	TAAR1 ag	CHO parental Ca	TAAR1 antagonist	M1 ag parental	M1 antag	CHO-K1 Ca antag	OXTR potentiate
CCn1c(SCc2cccc(F)c2)nnc1-c1ccncc1	-3	7	1	.	2	0.7	-17	-8	.
Cc1[nH]n(C)c(=O)c1[N+](=O)[O-]	-1	-8	3	9	-8	0.6	-17	4	0
O=C(OCC(=O)N1CCCC1=O)c1cc(S(=O)(=O)N2CCOCC2)ccc1F	-2	-27	2	-7	6	0.0	-9	16	-7
CC(C)C[C@H]1CN(CCCC[C@H]2CNC(=O)C(=O)N2Cc2ccccc2)C(=O)C(=O)N1CCC1CCCCC1	.	12	-1	.	6	0.8	.	-20	.
COC(=O)C1CCN(C(=O)CC(NC(=O)C(F)(F)F)c2cccs2)CC1 (stereo not drawn)	-3	3	2	1	-8	-0.1	6	-6	-7
COc1ccc(CCNC(=O)COC(=O)C2CC2C)cc1OC (stereo not drawn)	1	8	10	-7	11	6.1	5	10	1
CCN(C(=O)CN1C(=O)NC2(CCc3ccccc32)C1=O)C1CCS(=O)(=O)C1 (stereo not drawn)	-4	19	2	-5	4	0.3	-8	-23	1
CS(=O)(=O)Nc1ccc(C2=NN(C(=O)c3ccco3)C(c3ccco3)C2)cc1 (stereo not drawn)	-3	13	2	.	-36	6.0	-6	-1	.
O=C(c1cc(=O)[nH]c2ccccc12)N1CCc2ccccc2C1	-7	3	0	-22	6	1.7	-2	-10	8
O=C(NC(c1ccccc1)c1c(O)ccc2ccccc12)c1ccccc1Cl (stereo not drawn)	-3	11	1	-15	5	0.4	-1	0	-7
COc1ccc(CN2CN(c3ccc(Cl)cc3)C(=O)N(n3cnnc3)C2)cc1	-5	26	28	-2	13	0.8	-2	-15	0
CCOc1ccc(NC(=O)CN(C)C(=O)c2cccnc2Sc2ccc(C)c(C)c2)cc1OCC	1	-18	0	-15	6	0.1	-4	5	-13
CC(C)c1ccc(/C=C2\C(=O)N(CCN3CCOCC3)C(=S)N2C)cc1	-10	23	7	-14	6	2.9	-5	-13	-8
COc1ccc(S(=O)(=O)N2CCC(C(=O)NCc3cccnc3)CC2)cc1OC	-3	-11	-4	-15	2	-0.1	2	-8	-5
CCN(CC(=O)NCC(=O)Nc1cccc(C)c1C)Cc1ccccc1	-2	-20	4	-3	-28	0.3	11	4	-4
CN1C(N)=NC(=O)/C1=C/c1ccccc1F	-5	16	4	-4	-6	-0.1	-10	-6	-2
Cc1cccc2c(=O)c(-c3ccc(Cl)cc3)c(NC(=O)c3ccco3)oc12	-1	17	2	-4	-17	4.2	-2	-10	2
CCCNC(=O)c1ccc(N2CCC3(CC2)CC(c2cccc(Br)c2)=NO3)c([N+](=O)[O-])c1	-4	-10	5	16	51*	3.8	29	8	-13
CCn1cnc2cc(NC(=O)c3cccs3)ccc21	-1	1	2	-3	-11	0.1	-12	-15	0
Cc1ccc(N2CC(C(=O)NC3CC3)CC2=O)cc1Cl (stereo not drawn)	-7	18	-3	-5	1	6.3	-7	-13	-2
Cc1cc(C)c(SCCc2ccncc2)c(C)c1	2	-27	12	22	11	6.3	21	23	-18
COc1ccc(C)cc1N(C(=O)c1ccccc1)c1nc2ccccc2s1	-8	16	2	-11	-36	0.3	11	-6	-2
CCN(C(=O)COC(=O)/C=C/c1cccc([N+](=O)[O-])c1)c1c(N)n(Cc2ccccc2)c(=O)[nH]c1=O	-4	2	7	-9	12	0.3	-9	-10	-1
OC(COCc1cccs1)CN1CCCCCC1 (stereo not drawn)	-6	-8	5	-28	9	-0.6	11	13	-8
CN(c1ccccc1)S(=O)(=O)c1cccc(NC(=O)Cn2cnc3ccccc3c2=O)c1	-2	6	7	-16	9	5.1	-19	-6	-20
CC1=C(C(=O)N2CCCCCC2)CC(CC(=O)NCC2CCCCC2)C(=O)N1CCCN1CCCC1=O (stereo not drawn)	.	13	1	.	-23	0.6	.	-16	.
COC(=O)c1ccc(NC(=O)CCn2c(=O)oc3ccccc32)cc1	-3	6	4	-7	-5	0.7	-4	-11	-14
CCOC(=O)[C@]12CCC=C1N(Cc1ccc(Cl)cc1Cl)C(=O)[C@H](CC(=O)NCC1CCCCC1)C2	.	-1	-1	.	-17	0.2	.	-10	.
CSc1nnc(C(C)(C)C)c(=O)n1/N=C/c1ccccc1O	1	-6	-2	12	-3	0.5	-11	-4	-11
CCOn1c(=O)c(=O)n(OC)c2ccccc21	-2	3	2	8	-25	0.4	-14	-9	-4

Reformatted with two lines to a compound: 2 of the compounds above
Value order – CHRM1 agonist	M1 PAM parental	TAAR1 ag	CHO parental Ca	TAAR1 antagonist	M1 ag parental	M1 antag	CHO-K1 Ca antag	OXTR potentiate
O=C(OCC(=O)N1CCCC1=O)c1cc(S(=O)(=O)N2CCOCC2)ccc1F
→ -2	-27	2	-7	6	0.0	-9	16	-7
O=C(NC(c1ccccc1)c1c(O)ccc2ccccc12)c1ccccc1Cl (stereo not drawn)
→ -3	11	1	-15	5	0.4	-1	0	-7
